Source: PubChem BioAssay (The Scripps Research Institute Molecular Screening Center)
CHRM4 agonist – agonists of human muscarinic M4 receptor (CHRM4); P08173; CHO-K1 hM4/Gqi5, Fluo-8 calcium fluorescence; vehicle 0%, full acetylcholine response 100%; activation, % at 3 µM; 360,000 tested, 0.14% active;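 active means activation above the run mean over all test wells plus 3 SD, cut at about 32% in these data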;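 further: peak over basal fluorescence ratio per well then scaled between controls; 0% = DMSO wells and 100% = acetylcholine at EC100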
Target sequence (P08173 whole entry, looked up): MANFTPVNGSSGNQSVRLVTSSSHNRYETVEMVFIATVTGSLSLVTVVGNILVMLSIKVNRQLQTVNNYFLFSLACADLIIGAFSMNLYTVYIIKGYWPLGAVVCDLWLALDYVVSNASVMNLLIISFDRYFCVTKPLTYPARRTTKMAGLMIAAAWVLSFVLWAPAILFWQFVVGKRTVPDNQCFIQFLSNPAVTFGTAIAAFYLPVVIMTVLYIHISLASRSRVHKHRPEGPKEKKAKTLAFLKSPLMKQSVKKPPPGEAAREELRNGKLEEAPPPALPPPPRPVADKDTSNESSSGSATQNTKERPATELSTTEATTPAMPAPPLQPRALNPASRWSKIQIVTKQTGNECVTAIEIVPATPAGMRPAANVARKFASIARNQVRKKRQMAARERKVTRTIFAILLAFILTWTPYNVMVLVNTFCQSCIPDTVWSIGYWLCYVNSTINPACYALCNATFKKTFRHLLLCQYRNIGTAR
M1 ag parental – nonselective activator or artifact in parental CHO-K1 cells. Fluo-8 calcium fluorescence; scaled to maximal ATP response, vehicle zero. activation, % at 3 µM. 360,000 tested, 0.48% active. AID 602248; in the data active means activation above about 15%;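 further: untransfected CHO-K1 host cells lacking M1 receptor as counterscreen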
M5 antag – blocks acetylcholine activation of human M5 receptor | 360,000 tested, 0.59% active | AID 624040 | CHO-hM5 cells, Fluo-8 calcium fluorescence, ACh EC80 | P08912 | inhibition, % at 3 µM;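 active means inhibition above a per-plate cutoff, the mean of that plate's test compounds plus 3 SD, cut at about 27% in these data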;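 further: 0% = acetylcholine EC80 with DMSO and 100% = DMSO without agonist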
Target sequence (P08912 whole entry, looked up): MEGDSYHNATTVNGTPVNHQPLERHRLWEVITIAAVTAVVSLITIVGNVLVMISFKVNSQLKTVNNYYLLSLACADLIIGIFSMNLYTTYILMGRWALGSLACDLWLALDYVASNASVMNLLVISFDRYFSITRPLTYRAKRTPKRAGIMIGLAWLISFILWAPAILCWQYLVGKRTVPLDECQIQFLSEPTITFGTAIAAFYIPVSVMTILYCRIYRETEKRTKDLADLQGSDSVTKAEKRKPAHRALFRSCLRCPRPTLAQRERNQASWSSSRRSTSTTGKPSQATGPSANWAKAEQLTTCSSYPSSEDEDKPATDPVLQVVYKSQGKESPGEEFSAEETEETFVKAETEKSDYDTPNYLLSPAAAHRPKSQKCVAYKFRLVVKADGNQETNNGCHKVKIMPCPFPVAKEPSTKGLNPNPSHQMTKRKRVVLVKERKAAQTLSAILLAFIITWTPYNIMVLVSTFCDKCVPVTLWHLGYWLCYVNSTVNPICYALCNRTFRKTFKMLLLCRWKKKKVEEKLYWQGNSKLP
M5 ag – CHRM5 agonism in calcium assay; P08912; CHO-K1 hM5 cells, Fluo-8 calcium fluorescence; 0% DMSO wells, 100% maximal acetylcholine response; activation, % at 3 µM; 360,000 tested, 0.19% active; AID 624037;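 active means activation above the run's mean over test compounds plus 3 SD, cut at about 23% in these data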;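 further: signal is peak over basal fluorescence ratio across the kinetic read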
CHRM4 antagonist – antagonists of human muscarinic M4 receptor (CHRM4) | P08173 | 360,000 tested, 0.73% active | inhibition, % at 3 µM | AID 624125 | CHO-hM4 cells, ACh EC80, Fluo-8 calcium fluorescence;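 active means inhibition above its plate's cutoff, the mean inhibition of sample wells plus 3 SD, cut at about 27% in these data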;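 further: 0% = acetylcholine EC80 with DMSO and 100% = DMSO without agonist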
CHO-K1 Ca antag – M1 antagonist counterscreen hit in parental CHO-K1 cells | 360,000 tested, 0.6% active | inhibition, % at 3 µM | ATP-induced calcium, Fluo-8 fluorescence;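 active means inhibition above a per-plate cutoff, the plate's mean sample inhibition plus 3 SD, cut at about 24% in these data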;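 further: 0% = DMSO plus EC80 ATP and 100% = DMSO alone without ATP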
M4 PAM – positive allosteric modulators of human muscarinic M4 receptor; P08173; CHO-K1 hM4/Gqi5, Fluo-8 calcium fluorescence, ACh EC20; 0% = ACh EC20, 100% = maximal ACh; activation, % at 3 µM; 360,000 tested, 0.4% active; AID 624126;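 active means activation above its plate's cutoff, the mean activation of sample wells plus 3 SD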; further: some results filed as inactive read as strong as hits
CHRM5 PAM – CHRM5 positive allosteric modulation; CHO-K1 hM5, Fluo-8 calcium, ACh EC20 PAM; 0% = ACh EC20, 100% = ACh EC100; 360,000 tested, 0.3% active; AID 624038; activation, % at 3 µM; P08912;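 active means activation above the run cutoff, the mean activation of all test compounds plus 3 SD, cut at about 18% in these data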
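Assay system – human M5 receptor in CHO-K1 cells · Read-out – % activation, ACh-normalized · Technique – Fluo-8 calcium fluorescence · Dosing – single-point, 3 µM nominal · Incubation – Fluo-8 loading 80 min at 37 °C plus 30 min room temperature · Repeats – singlicate, one well per test compound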
CHO-K1 Ca PAM – M1 PAM counterscreen hit in parental CHO-K1 cells | 360,000 tested, 0.02% active | ATP EC20, Fluo-8 calcium fluorescence; 0% at ATP EC20, 100% at ATP max | activation, % at 3 µM;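 active means activation above the run cutoff, the mean activation of all test compounds plus 3 SD, cut at about 40% in these data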;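 further: peak over basal fluorescence ratio in a 140 s read after ATP addition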
The depositor's hits bear a star.

| Structure | M5 ag | CHRM4 antagonist | CHRM4 agonist | M1 ag parental | M5 antag | CHRM5 PAM | CHO-K1 Ca antag | M4 PAM | CHO-K1 Ca PAM |
| --- | --- | --- | --- | --- | --- | --- | --- | --- | --- |
| COc1ccc(C(C(=O)NC2CCCC2)N(Cc2ccccc2)C(=O)CNC(=O)c2ccco2)cc1 (stereo unspecified) | 3 | -5 | 5 | 1.2 | 7 | -7 | 32* | -2 | -4 |
| CCOC(=O)C(CC)Sc1nc2c(cnn2-c2ccccc2)c(=O)[nH]1 (stereo unspecified) | -1 | 9 | 16 | 0.3 | 5 | -5 | 7 | -1 | -6 |
| Cc1ccc(-c2nc3ncccc3o2)cc1NC(=O)c1ccco1 | -1 | -4 | 0 | 3.9 | -3 | 4 | -2 | 1 | 21 |
| CCN(CC(=O)NCc1cccs1)S(=O)(=O)c1c(F)cccc1F | -3 | 6 | 0 | 0.2 | 20 | -8 | -12 | -5 | 11 |
| Cc1ccc(CNC(=O)C2C3C=CC4(CN(Cc5cccnc5)C(=O)C24)O3)cc1 (stereo unspecified) | -5 | 6 | 0 | -0.3 | 8 | -9 | 5 | -4 | -4 |
| C=C(C)n1c(=O)n(Cc2ccccc2C)c2ccccc21 | -2 | 5 | 7 | 1.6 | 6 | -5 | -6 | -9 | 3 |
| Cc1ccc(-c2nc3cccnc3s2)cc1NC(=O)C1c2ccccc2Oc2ccccc21 | 3 | -7 | 0 | 0.4 | -3 | -3 | 1 | 6 | 12 |
| O=C(CSc1nnc(Nc2ccccc2)s1)NN1C(=O)NC2(CCCCC2)C1=O | -1 | -1 | 0 | 0.5 | -2 | 2 | -7 | 7 | 13 |
| COc1ccc(C(=O)NC(=S)Nc2ccc(N3CCCC3)cc2)cc1 | -2 | 0 | 1 | 1.3 | 6 | -4 | -11 | -7 | 21 |
| COc1ccccc1-c1n[nH]c(=S)n1-c1ccccc1 | -4 | -5 | 1 | 0.2 | 6 | 2 | -8 | 5 | 16 |
| CC1(C)C(=O)NCCN1C(=O)CC1C(=O)NCCN1Cc1cccc(C(F)(F)F)c1 (stereo unspecified) | -3 | -12 | 1 | -0.4 | 4 | 2 | 12 | 7 | -10 |
| CC1CCCC(C)N1C(=O)c1cc(F)c(F)cc1Cl (stereo unspecified) | -12 | 6 | 0 | 0.9 | 3 | 13 | -3 | -1 | 5 |
| NC(=O)c1cc(-c2cccnc2)nc2ccc(Br)cc12 | 0 | -7 | 0 | 0.2 | 1 | 0 | -3 | -6 | -11 |
| COc1cc2c(cc1OC)C1=C(C#N)CCC(=NC(=O)c3ccc(Cl)cc3)N1CC2 | -1 | -5 | 2 | 0.3 | -4 | -5 | -3 | 4 | 2 |
| Cc1ccc(-n2ncc3c(N4CCC5(CC4)OCCO5)ncnc32)c(C)c1 | 5 | 1 | 10 | 3.7 | 6 | -12 | 21 | -3 | -6 |
| COc1ccc(CCNC(=O)c2cccc(NC(=O)CC3SC(N4CCCCC4)=NC3=O)c2)cc1OC (stereo unspecified) | -5 | 2 | -1 | -0.3 | 20 | -8 | -3 | -5 | -7 |
| CC(C)c1ccc(NC(=O)CSc2nc(-c3ccccc3F)nc3nc[nH]c23)cc1 | -3 | 9 | 0 | 0.3 | 3 | -3 | -2 | -3 | 8 |
| OCC#CCSc1nnc(-c2ccc(Br)cc2)o1 | -9 | 7 | 3 | 1.5 | 1 | -6 | 0 | -8 | 9 |
| O=C(CCCN1C(=O)c2cccc3cccc(c23)C1=O)NC1CCS(=O)(=O)C1 (stereo unspecified) | -3 | 2 | 1 | -0.1 | 19 | -8 | -1 | 7 | 3 |
| O=c1cc(C=NNc2ccccc2)[nH]c(=O)[nH]1 | 0 | -3 | 1 | 0.1 | -1 | 2 | -13 | 5 | 17 |

The last 2 entries of the section above lead into the next.
| Structure | M5 ag | CHRM4 antagonist | CHRM4 agonist | M1 ag parental | M5 antag | CHRM5 PAM | CHO-K1 Ca antag | M4 PAM | CHO-K1 Ca PAM |
| --- | --- | --- | --- | --- | --- | --- | --- | --- | --- |
| O=C(CCCN1C(=O)c2cccc3cccc(c23)C1=O)NC1CCS(=O)(=O)C1 (stereo unspecified) | -3 | 2 | 1 | -0.1 | 19 | -8 | -1 | 7 | 3 |
| O=c1cc(C=NNc2ccccc2)[nH]c(=O)[nH]1 | 0 | -3 | 1 | 0.1 | -1 | 2 | -13 | 5 | 17 |
| CC1CCN(C(=O)COC(=O)CCC(=O)c2ccc(Cl)cc2)CC1 | 5 | 1 | 6 | 5.7 | 9 | -12 | -15 | 6 | 19 |
| CCNC(=S)NNC(=O)Cn1nc(C)cc1C | -2 | 3 | 0 | -0.1 | 3 | -6 | 12 | 9 | -8 |
| Cc1cccc(C(O)c2ncc(-c3ccc(Cl)cc3)[nH]2)c1C (stereo unspecified) | 0 | 3 | 2 | 0.6 | 6 | -2 | -4 | 2 | 8 |
| CCOC(=O)C1(Cc2cccc(OC)c2)CCN(Cc2cccn2-c2nccs2)CC1 | -5 | -4 | 2 | 1.3 | 2 | -7 | -6 | -5 | 15 |
| c1ccc(-c2nn3c(Cn4cnc5ccccc54)nnc3s2)cc1 | 1 | -2 | 4 | 2.1 | 8 | -2 | -19 | 10 | 24 |
| CCCCn1c(N)c(N(CC(C)C)C(=O)c2ccco2)c(=O)[nH]c1=O | 1 | 2 | 3 | 0.7 | 7 | -2 | 5 | 10 | -14 |
| CCOc1ccc(-n2c(C)c(C(C)=O)c3cc(OCC(N)=O)ccc32)cc1 | 1 | -7 | 1 | 1.2 | 8 | -3 | -6 | 7 | 3 |
| CCOC(=O)CCSc1n[nH]c(=S)s1 | 5 | 6 | 0 | 0.2 | 7 | 1 | -5 | -4 | -5 |
| COc1cc(CNc2ccc(N3CCOCC3)c(C(=O)O)c2)ccc1OCC(N)=O | 0 | 2 | 1 | 0.2 | -5 | 3 | 3 | 10 | 13 |
| CCOc1ccc2nc(SCC(=O)Nc3cc4c(cc3C(C)=O)OCO4)[nH]c2c1 | -1 | 7 | 0 | 0.2 | 7 | -2 | -8 | 1 | 18 |
| CCCCn1c(N)c(N(CCC)C(=O)C2CCCC2)c(=O)[nH]c1=O | 2 | -4 | 1 | 1.4 | 10 | -1 | 2 | 3 | 14 |
| S=C(NCc1ccccc1)Nc1cccc(Cl)c1 | 2 | 7 | 14 | 11 | 23 | -15 | -3 | -16 | 13 |
| CCCCn1c(N)c(N(CCC(C)C)C(=O)COC(=O)c2ccco2)c(=O)[nH]c1=O | -4 | -1 | 1 | 0.0 | -5 | 5 | -15 | 7 | 11 |
| CCOc1ccc(NC(=O)Nc2cnccn2)cc1 | -3 | -20 | 1 | 0.0 | 4 | -4 | -2 | 15 | 13 |
| CC[C@]1(C(=O)OC)[C@H]2C(=O)N(Cc3ccccc3)C(=O)[C@H]2[C@H]2CN=C(SCc3ccccc3)N21 | -2 | -2 | 0 | -0.2 | 6 | -2 | -3 | 6 | 15 |
| Cc1ccccc1CC(=O)NCC1CCCCC1 | 0 | 5 | 1 | 0.3 | 9 | -5 | -9 | -5 | 7 |
| COc1ccc(N(CC(=O)NCCSc2ccccc2)S(=O)(=O)c2ccccc2)cc1OC | -2 | -4 | 12 | 5.2 | 0 | 1 | -6 | -2 | -11 |
| c1ccc(NCc2ccncc2)cc1 | -6 | -4 | 1 | 0.7 | 6 | 0 | -5 | -2 | 11 |
| COc1ccccc1CN1CC(C(=O)NCc2c(F)ccc(C)c2F)CCC1=O (stereo unspecified) | -3 | 2 | 1 | 0.8 | -6 | 9 | -12 | 9 | 11 |
| CCCOC(=O)c1ccc(NC(=O)c2cccc(S(=O)(=O)N3CCN(C(C)=O)CC3)c2)cc1 | 0 | -3 | 2 | 1.9 | -1 | 0 | 8 | 5 | 0 |
| CCOc1ccc(/C=C2\SC(=S)N(CCC(=O)O)C2=O)cc1 | 2 | 6 | 0 | 0.3 | -1 | 6 | 0 | 6 | 11 |
| O=C(NCc1cccnc1)c1cc(C2CCCCN2C(=O)OCCF)on1 (stereo unspecified) | 0 | 7 | 0 | 0.5 | 12 | -5 | 4 | -3 | -11 |
| CC(C)CCN(C(=S)Nc1cccc(F)c1)C(C)c1cccs1 (stereo unspecified) | -3 | 3 | 0 | 2.5 | 8 | 0 | -9 | 7 | 18 |
| COC(=O)c1c(CSc2cccc(C)c2)noc1C(=O)NCc1ccco1 | -7 | -1 | 2 | 0.0 | 12 | -4 | -9 | 1 | 6 |
| CC(C)C1OC(c2cccc(NC(=O)c3cccs3)c2)OCC1(C)C (stereo unspecified) | -5 | 10 | 0 | 1.2 | 16 | -9 | 7 | -12 | -14 |
| O=C(NCC1CCCO1)C(c1cccs1)N(C(=O)c1ccc(CN2CCOCC2)o1)c1ccc(Cl)cc1 (stereo unspecified) | 1 | -4 | 2 | -0.1 | 1 | 2 | 9 | 3 | 0 |
| OCc1ccc2c(c1)c(-c1ccc3c(c1)OCCO3)c(-c1ccccc1)n2-c1ccccc1 | 8 | 21 | 9 | 2.3 | 10 | -17 | -4 | 2 | 12 |
| O=C(CSc1ccc2nnc(-c3cccc(F)c3)n2n1)N1CCCc2ccccc21 | 2 | 1 | 5 | 3.2 | 10 | -6 | -11 | 4 | 24 |
| CCC(=O)Nc1sc(C(=O)OC)c(C)c1C(=O)OC | 2 | -5 | 2 | 0.2 | 2 | -4 | -17 | -3 | 9 |
| COc1ccccc1C(=O)Oc1ccc(C(C)C)cc1 | -3 | -1 | -3 | 0.1 | -6 | -1 | -15 | -4 | 21 |
| CCOc1ccccc1C(=O)N(Cc1ccc(C)o1)C1CCS(=O)(=O)C1 (stereo unspecified) | -4 | 5 | 1 | 0.1 | 12 | -2 | 11 | 4 | -15 |
| CCC1(C(=O)OC)NC(c2ccco2)C2C(=O)N(c3ccc(F)cc3)C(=O)C21 (stereo unspecified) | 0 | 0 | 1 | 5.2 | 1 | 6 | -5 | 0 | 14 |
| O=C(O)C1CCN(C(=O)CSc2nc3ccccc3c(=O)n2-c2ccc(Cl)cc2)CC1 | -2 | -18 | 0 | 0.3 | -8 | 5 | -11 | -5 | 11 |
| CC1CCCN(C(=O)c2cc(-c3cccs3)nc3ccccc23)C1 (stereo unspecified) | 0 | 5 | 7 | 0.8 | 18 | -14 | -3 | -4 | -2 |
| O=C(Nc1ncc(Cc2cccc(Cl)c2)s1)c1cccs1 | -6 | -8 | 0 | -0.2 | 21 | 5 | 11 | 8 | 5 |
| COc1ccc(NC(=O)CCCn2c(=O)c3sccc3n(Cc3cccc(C)c3)c2=O)cc1 | 1 | 3 | 0 | -0.1 | 1 | 0 | 0 | 20 | -7 |
| CCCOc1ccc(CSc2ncn[nH]2)cc1 | -6 | -7 | 1 | -0.3 | -7 | 2 | -4 | 13 | 9 |
| C=CCOc1ccc(C2NC(=O)NC(C)=C2C(=O)OC)cc1 (stereo unspecified) | -1 | -3 | 0 | -0.1 | -8 | 9 | 8 | 1 | -7 |
| COc1ccc(CCC(=O)N2c3ccccc3CC2C)cc1 (stereo unspecified) | -7 | -1 | -1 | 0.6 | -3 | -1 | -10 | 18 | 9 |
| CCc1noc(C)c1C(=O)Oc1ccc(N(C)S(=O)(=O)c2ccc(C)c(C)c2)cc1 | -3 | 5 | 3 | 0.6 | 12 | -4 | -2 | -13 | 6 |
| Cc1c(C(=O)N2CCc3ccccc3C2)oc2ccc(Br)cc12 | -2 | -9 | -1 | 0.1 | 10 | -4 | 2 | -4 | -14 |
